# MC4R antag cAMP: blocks human MC4R cAMP signaling; MC4R-expressing cells, MTII-stimulated cAMP, LANCE TR-FRET; inhibition, % at 6.5 µM; 0.48% of 360,000 active;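 active = inhibition above its plate's cutoff, the mean of tested wells on that plate plus 3 SD, cut at about 29% in these data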;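 also: 0% = Melanotan II alone and 100% = Melanotan II plus saturating MCL0020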
#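 Assay system: human MC4R-expressing U2OS cells; reagent: Melanotan II stimulation of cells; dosing: 6.5 µM single dose; timing: compound 30 min, challenge 1 h, detection 1 h; signal: TR-FRET cAMP assay; replicates: one well per compound, no replicates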
# MC4R barr agon: activates human MC4R beta-arrestin recruitment | P32245 | U2OS MC4R beta-arrestin complementation, luminescence; percent of melanotan II response, DMSO zero | activation, % at 8.9 µM | 0.98% of 360,000 active;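 active = activation above a per-plate cutoff, the mean activation of sample wells on that plate plus 3 SD, cut at about 8% in these data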
# ABCB6 inh MLPCN: inhibitors of human ABC transporter ABCB6 | Q9NP58 | K562-ABCB6 porphyrin accumulation, flow cytometry, 1 h; hits give low values | fluorescence ratio to DMSO, % at 10 µM | 0.19% of 360,000 active | AID 602162;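 active = fluorescence ratio to DMSO below 75%, the collection mean minus 3 SD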;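 also: signal is porphyrin accumulated inside mitochondria; 100% equals median channel fluorescence of DMSO control wells; lower ratio means ABCB6 inhibition with less porphyrin fluorescence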
# Target sequence (Q9NP58 whole entry, looked up): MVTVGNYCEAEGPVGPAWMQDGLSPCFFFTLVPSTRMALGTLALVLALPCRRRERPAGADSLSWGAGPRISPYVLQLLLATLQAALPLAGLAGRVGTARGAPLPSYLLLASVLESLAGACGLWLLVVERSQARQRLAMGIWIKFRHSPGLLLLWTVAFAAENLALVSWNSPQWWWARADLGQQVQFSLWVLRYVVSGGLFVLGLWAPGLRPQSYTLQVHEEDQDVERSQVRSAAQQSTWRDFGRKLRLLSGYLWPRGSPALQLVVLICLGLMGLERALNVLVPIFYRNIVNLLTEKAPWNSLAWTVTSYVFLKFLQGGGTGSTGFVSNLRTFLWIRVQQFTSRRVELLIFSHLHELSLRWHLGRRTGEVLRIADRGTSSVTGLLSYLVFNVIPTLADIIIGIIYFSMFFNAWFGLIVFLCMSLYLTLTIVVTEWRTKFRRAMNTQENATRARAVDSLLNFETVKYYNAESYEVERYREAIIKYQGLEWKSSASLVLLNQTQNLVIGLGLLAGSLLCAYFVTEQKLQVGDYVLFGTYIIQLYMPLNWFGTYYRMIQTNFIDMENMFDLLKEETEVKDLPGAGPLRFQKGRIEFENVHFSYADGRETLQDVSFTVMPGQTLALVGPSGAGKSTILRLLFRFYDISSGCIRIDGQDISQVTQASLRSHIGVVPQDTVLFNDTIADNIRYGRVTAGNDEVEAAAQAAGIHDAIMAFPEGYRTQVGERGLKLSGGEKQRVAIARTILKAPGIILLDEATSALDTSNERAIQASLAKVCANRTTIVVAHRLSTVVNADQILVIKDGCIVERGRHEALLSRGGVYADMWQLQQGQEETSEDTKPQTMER
# CaV13 FRET inh: Disruptors of the CACNA1D IQ motif to Ca2+-dependent inactivation inhibitor domain association, primary screening, Förster resonance energy transfer in intact living … | HEK cells, CFP/YFP FRET ICDI-IQ, plate reader, 10 min; percent FRET-ratio fall versus neutral wells | inhibition, % at 12.3 µM | 0.098% of 340,000 active | AID 743397;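 active = mean replicate inhibition of at least 30% and at least 1% of replicates passing that level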;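 also: 0% = median of the neutral control wells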
# PDI inh: blocks human protein disulfide isomerase activity; AID 588391; inhibition, % at 10 µM; PDI insulin aggregation turbidity, A650, 90 min; P07237; 0.052% of 350,000 active;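 active = mean inhibition across replicates of 30% or more, whatever share of single replicates reach that level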;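 also: absorbance from insulin aggregation driven by PDI reduction with DTT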
# Granule exo inh: blocks lytic granule exocytosis | TALL-104 LAMP-1 surface exposure, flow cytometry; cells stimulated with thapsigargin and PMA | inhibition, % at 10 µM | 0.66% of 360,000 active | AID 651702;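 active = inhibition above about 55%, limit read from the data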
# Glyco luc inh: blocks N-linked glycosylation in D54 reporter cells | 0.23% of 360,000 active | D54 ERlucT glycosylation luciferase reporter, 24 h; percent of 100 nM tunicamycin response | AID 588692 | reporter increase, % at 12.5 µM;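 active = mean luciferase reporter signal, scaled so untreated is 0 and the glycosylation-blocking control 100, at or above a set limit in every replicate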;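 also: luciferase carries N-glycosylation sites so blocking glycosylation raises the light; 0% = median of neutral control wells and 100% = median of 100 nM tunicamycin wells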
# H9c2 protect: modulators protecting cardiomyocytes from myocardial damage; protection from H2O2 cell death, % at 20 µM; H9c2 cardiomyocytes, H2O2 injury protection, ATPLite, 2 h; 0.63% of 360,000 active;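 active = compounds giving at least 50% protection of heart cells from peroxide-induced death in the single-dose screen, raw or plate-pattern-corrected value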;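 also: 0% = DMSO wells with peroxide and 100% = DMSO wells without peroxide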
# m5-HT2A agonist: agonists of mouse serotonin 5-HT2A receptor (HTR2A); activation, % at 7.6 µM; CHO-K1 mHTR2A beta-arrestin complementation, luminescence; percent of 30 µM serotonin response; P35363; 0.66% of 360,000 active;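 active = activation above a run cutoff, the mean activation of all tested compounds plus 3 SD, cut at about 14% in these data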;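 also: 0% = plate median of compound wells and 100% = 30 µM serotonin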
# ABHD5-PLIN5 inh: blocks binding of human ABHD5 to perilipin-5. inhibition, % at 4 µM. Split G. princeps luciferase complementation, luminescence, 4 h. 0.78% of 360,000 active. Q00G26+Q8WTS1;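 active = inhibition above the mean inhibition across every tested compound plus 3 SD, cut at about 22% in these data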;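 also: 0% = DMSO only wells and the 100% control is not disclosed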
# An asterisk follows results filed as active; · = not tested or not shown.
# Results follow in this order: CaV13 FRET inh	PDI inh	m5-HT2A agonist	MC4R antag cAMP	Granule exo inh	Glyco luc inh	ABCB6 inh MLPCN	MC4R barr agon	ABHD5-PLIN5 inh	H9c2 protect
- CCOC(=O)C1CCN(C(=O)/C=C/c2cccs2)CC1
  -4	1	0	-1	-2	2	98	0.9	-3	6
- Brc1ccc2nc3c(n2c1)CCCC3
  -6	0	5	18	1	0	92	1.2	3	0
- COC(=O)c1[nH]c(C)c(/C(O)=C2\C(=O)C(=O)N(CCN(C)C)C2c2cccc(OC)c2OC)c1C (centres undefined)
  -9	-1	5	-4	-4	1	101	-2.1	-3	2
- CCOc1cccc(NC(=O)/C(C#N)=C/c2cccnc2)c1
  -5	9	2	3	-4	5	95	-1.5	4	16
- CC(=O)c1ccc(OCCn2cnc3ccccc32)cc1
  -5	-14	3	6	4	5	95	-0.6	0	-3
- CCn1c(SCC(=O)N(C)Cc2ccc(OC)c(F)c2)nc2cc(S(N)(=O)=O)ccc21
  -2	3	-2	1	-2	-1	97	-0.1	-11	4
- Clc1nc(-c2cccnc2)nc2scc(-c3ccccc3)c12
  9	6	3	-4	33	-4	100	0.3	7	23
- CCC1COCCS(=O)(=O)N1Cc1ccccc1 (centres undefined)
  -5	-8	2	-8	-10	1	99	0.5	5	0
- O=C(c1cc2ccccc2o1)N1CCN(S(=O)(=O)c2c(F)cccc2F)CC1
  -5	1	6	-2	-1	-5	97	-0.6	2	0
- O=c1[nH]c(C2CCN(S(=O)(=O)c3ccccc3)CC2)nc2c1nnn2Cc1c(F)cccc1Cl
  -4	-2	7	2	-10	1	101	2.1	-8	-2
- Cc1cnc(C(=O)Nc2ccc(N3CCOCC3)cc2)cn1
  -9	-2	6	6	-4	0	95	-1.8	-1	-5
- O=C(NC(=S)N1CCCCC1CO)c1cc(Br)ccc1Cl (centres undefined)
  -6	-11	-8	-8	2	3	97	-3.7	-1	-5
- COCCNC(=O)Cn1cc(/C=C(\C#N)C(=O)NC2CCCC2)c2ccccc21
  -5	-4	-3	10	-11	3	93	-2.5	-7	-2
- O=C(CCN1C(=O)c2ccncc2C1=O)NCc1ccc(Cl)cc1
  -2	1	3	2	-1	0	95	-1.5	3	12
- COC(=O)C(Cc1ccc(O)cc1)NC(=O)C(C)NC(=O)c1ccc(C(C)(C)C)cc1 (centres undefined)
  -4	11	-3	10	5	-1	86	-1.5	0	-2
- CC(C)CC(CO)N1CCN(C(=O)c2ccc(Cl)cc2Cl)CCC1=O (centres undefined)
  -11	5	8	-3	2	2	95	-0.9	-3	-1
- CSc1nsc(SCC(=O)NCc2ccccc2)n1
  -19	-4	-5	2	2	2	97	-0.8	0	4
- Nc1ncc(Br)cc1S(=O)(=O)NCCc1ccccc1
  -15	11	4	6	-2	-2	97	-0.5	0	-6
- CCc1[nH]nc(C(=O)N2CCCC(CO)(Cc3ccc(F)cc3F)C2)c1C (centres undefined)
  -2	7	2	6	-1	-1	103	-0.8	-4	-12
- Cc1ccc(CCN2CC(C(=O)NCCN(C)C)CC2=O)cc1 (centres undefined)
  -4	-8	4	-2	3	0	100	-0.9	1	8
- Cc1cccc(C)c1OCC(=O)Nc1cccc(C(=O)O)c1
  1	-3	2	3	-1	0	104	-1.2	0	2
- Cn1nnnc1SCC(=O)N1CCN(C(=O)c2ccco2)CC1
  -3	10	-1	-5	-4	5	98	-5.0	3	-11
- COCC(=O)NCc1nc2ccccc2[nH]1
  ·	7	4	15	1	2	98	-0.7	3	-1
- Cc1ccccc1N1CCN(C(=O)c2cc(C3CC3)nn2-c2ccccc2)CC1
  -6	6	-11	3	-3	8	98	-0.4	-3	9
- O=S(=O)(Nc1nc(-c2ccccc2)cs1)c1cccc(C(F)(F)F)c1
  -2	-10	-3	-2	8	1	93	-1.3	-6	-14
- CS(=O)(=O)c1ccc2nc(NC(=O)Cc3ccccc3)sc2c1
  -8	2	-2	13	0	-4	98	0.0	-2	15
- C/C(=N\N1CCN(Cc2ccc(Cl)cc2)CC1)c1ccc([N+](=O)[O-])cc1
  -8	6	-1	10	2	0	97	-0.6	-14	-9
- CCCc1ccc(S(=O)(=O)N2CCN(C(=O)c3cc(C)on3)CC2)cc1
  -11	-4	2	-11	-6	2	149	1.4	-3	-9
- CCC1CCCCN1C(=O)CSc1nc(C)cc(C)n1 (centres undefined)
  -4	-7	2	-8	-2	0	95	-1.2	12	-5
- N#Cc1ccc(NC(=O)CCc2ccc(S(=O)(=O)N3CCOCC3)cc2)cc1
  -3	0	0	10	0	1	100	2.0	-7	-2

# Random excerpt: 2 entries already listed.
# Results follow in this order: CaV13 FRET inh	PDI inh	m5-HT2A agonist	MC4R antag cAMP	Granule exo inh	Glyco luc inh	ABCB6 inh MLPCN	MC4R barr agon	ABHD5-PLIN5 inh	H9c2 protect
- Nc1ncc(Br)cc1S(=O)(=O)NCCc1ccccc1
  -15	11	4	6	-2	-2	97	-0.5	0	-6
- CCC1CCCCN1C(=O)CSc1nc(C)cc(C)n1 (centres undefined)
  -4	-7	2	-8	-2	0	95	-1.2	12	-5

# The list continues.
# Results follow in this order: CaV13 FRET inh	PDI inh	m5-HT2A agonist	MC4R antag cAMP	Granule exo inh	Glyco luc inh	ABCB6 inh MLPCN	MC4R barr agon	ABHD5-PLIN5 inh	H9c2 protect
- C/C(=N\NC(=O)CSc1nc2ccccc2o1)c1ccc(O)cc1
  -6	-4	2	6	-1	-1	96	-3.5	-12	-3
- O=C(c1cnc2n(c1=O)CCS2)N1CCN(c2ccccc2F)CC1
  -9	·	5	0	-4	2	98	-1.0	-2	2
- C=CCNC(=O)C1CC2c3ccccc3C1c1ccccc12 (centres undefined)
  -4	0	-3	3	4	-2	94	-0.1	-3	-1
- Cc1ccc(S(=O)(=O)Nc2c(NC3CCCCC3)c3ccccc3oc2=O)cc1C
  -5	-2	5	-2	-1	0	95	-2.7	-4	-2
- CCc1cc2cc3c(cc2nc1SCC(=O)Nc1nccs1)OCO3
  -5	-5	-3	4	0	-5	99	0.9	4	-6
- CCc1ccc(C2NC(=S)NC3=C2C(=O)CCC3)cc1 (centres undefined)
  -15	-1	3	1	6	2	102	-2.0	-9	5
- Oc1c(CN2CCN(c3ccc(F)cc3)CC2)cc(Cl)c2cccnc12
  -8	-5	-15	-5	6	-21	95	-0.3	-2	38
- Cc1ccc(C)c(Cn2ncc3ccccc32)c1
  -5	9	-4	6	-19	-1	100	0.5	-8	4
- O=C(Nc1ccc(O)cc1)c1cc2n(n1)C(C(F)(F)F)CC(c1ccco1)N2 (centres undefined)
  ·	4	7	-13	-4	9	113	0.0	12	6
- CCOc1ccccc1N/C=C(\C#N)c1nc2ccccc2n1C
  -13	-1	3	-1	9	3	94	0.9	1	1
- CCc1ccccc1NC(=O)CCN1C(=O)c2ccccc2C1=O
  -1	-11	3	1	0	2	98	-1.2	5	-1
- CC1CCCC(NC(=O)COC(=O)C2=COCCO2)C1C (centres undefined)
  -5	-6	2	8	-3	1	98	-2.2	-3	-4
- CN1CCN(S(=O)(=O)c2ccc(NC(=S)NC(=O)C3CCCCC3)cc2)CC1
  -6	5	-7	19	-4	0	99	-2.9	1	-5
- O=S(=O)(O)c1ccc(NN=Cc2ccccc2O)cc1
  -5	2	-3	-3	-6	2	103	-2.6	-5	5
- C=CCn1c(COc2ccc(F)cc2)nnc1SCC(=O)N1CC(=O)Nc2ccccc21
  -9	7	-3	8	3	4	106	-0.1	-2	4
- CCOc1ccccc1C(=O)NCC(=O)OCc1c(C)noc1C
  -8	11	8	2	0	2	84	-1.0	4	1
- C=CCNC(=S)Nc1sc2c(c1C#N)CCCC2
  -2	-7	-3	-7	-2	2	109	-1.9	-10	-1
- COc1ccc(S(=O)(=O)N2CCC(C(=O)NCc3ccncc3)CC2)cc1
  -5	8	-3	5	-18	0	98	-1.2	-2	1
- Cc1c(NC(=O)CSc2nnc(-c3cccnc3)n2N)c(=O)n(-c2ccccc2)n1C
  -2	-6	5	4	1	3	98	-1.2	2	0
- CN(CCc1ccccc1)C(C(=O)Nc1ccc2c(c1)OCCO2)C1CC1 (centres undefined)
  -6	·	3	·	-6	5	96	·	-2	6
- CCOc1ccccc1C(C(=O)NC1CCCC1)N(C(=O)c1csnn1)C1CC1 (centres undefined)
  -3	12	6	1	0	-3	98	-1.5	6	4
- N#Cc1ccc2ccn(CC(=O)NCc3ccccc3)c2c1
  -10	-6	-4	-8	-2	1	101	-0.1	-6	10
- CCCOc1cccc(OCC(=O)Nc2nc3ccccc3[nH]2)c1
  -3	1	5	5	-5	3	98	-1.7	-2	-3
- O=C(Nc1ccncc1)c1cc(-c2ccccn2)nc2ccccc12
  -22	-7	6	10	1	4	97	4.7	5	-6
- Cc1cccc(NC(=O)C(CCC(N)=O)NC(=O)OCc2ccccc2)c1 (centres undefined)
  -7	-2	1	6	7	2	97	0.1	-3	1
- COc1ccc(NC(=O)CN(C)S(=O)(=O)c2ccc(Cl)cc2)c([N+](=O)[O-])c1
  -9	-5	0	-10	0	3	104	5.3	-1	-3
- Fc1ccc(/C=N/NC(=S)Nc2ccc(Cl)cc2)cc1F
  -2	0	-4	-1	11	2	101	-1.0	-6	-4
- Cc1nc2sc(C(c3cccc(F)c3)N3CC(C)OC(C)C3)c(O)n2n1 (centres undefined)
  ·	-2	-1	8	-2	0	96	0.5	2	0
- Nc1c(C(=O)Nc2ccc(Cl)c(C(=O)O)c2)sc2nc3c(cc12)CCCC3
  ·	8	1	3	-1	-4	96	-1.3	-1	-9
- COC(=O)c1c(C)oc2ccc(N(C(=O)c3ccncc3)S(=O)(=O)c3ccc(C)cc3C)cc12
  -3	-1	0	-29	-1	-4	94	-1.6	14	-26
- Cc1cc(=O)[nH]c2cc(O)ccc12
  ·	4	7	-4	2	1	101	-0.7	8	-1
- COc1cccc(CN2CCNC(=O)C2CC(=O)NCC(C)(C)N2CCOCC2)c1OC (centres undefined)
  ·	3	0	-3	4	-1	102	0.2	-2	-1
- COCCN(C(=O)CNC(=O)c1ccco1)C(C(=O)NC1CCCC1)c1cccc(OC)c1 (centres undefined)
  -3	11	-2	-6	-10	-1	97	0.0	-8	0
- C=CCN([C@@H](CC(C)C)C(=O)OC)S(=O)(=O)N(CC=C)[C@@H](CC(C)C)C(=O)OC
  -10	-5	-1	9	2	-6	97	-0.6	4	-3
- COc1ccc(NC(=O)CCNS(=O)(=O)c2ccc(C)c(C)c2)cc1OC
  -2	-8	5	7	-7	2	96	0.3	-2	3
- COCC(C)NC(=O)Cc1ccc(F)cc1 (centres undefined)
  -5	8	1	11	-1	1	96	-1.1	0	-1
- Cc1ccc2nc(SCC(=O)c3ccc(Cl)cc3)nc(=O)n2c1
  -7	-7	-3	-4	6	0	107	-2.3	1	7
- Cc1cc2ncc(C(N)=O)cn2n1
  2	2	5	-8	0	0	96	-0.4	3	8
- COc1ccccc1Nc1ncnc2c1cnn2-c1cccc(C)c1
  -3	-2	-3	10	-2	0	102	-0.4	4	-3
